p53 reactivation – restores transcriptional activity of mutant p53; 320,000 tested, 0.063% active; Potency, µM (series often up to 92.2 µM), without a hit: at the top dose activity change, positive = activation, hits mostly activators; H1299 p53-A138V BP100-luciferase reporter, luminescence, 24 h; note: % of control where 0% means no effect; nearly all actives have a fitted effect of over 45% in size
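H1299 (p53-null), stable ts p53-A138V + BP100-Luc; 1000 cells/well, Opti-MEM/10% FBS; cpd 4 pt, 1:5; 24 h, 37 deg C, 5% CO2; detection reagent 10 min RT; luminescence.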
MBNL1 CUG block – inhibitors of human MBNL1 binding to CUG repeat RNA; AID 2675; 280,000 tested, 0.036% active; TR-FRET MBNL1-His/biotin-(CUG)12 binding, 665/545 ratio; Potency, µM (series often up to 57.5 µM), for inactives: at the top dose activity change, negative = inhibition, most hits filed as inhibitors; active = well fitted inhibition curve with a large enough effect in the signal ratio, with a control signal flat, not every such curve was filed as active; inconclusive = small, poorly fitted or top-dose-only effect, or effect the other way, or a change in a side signal; inactive = no such curve, though single readings can be large or run the other way; the % refers to the signal ratio; note: % is set by controls: 0 for no effect and ±100 for the full control effect
Target sequence (Q9NR56 whole entry, looked up): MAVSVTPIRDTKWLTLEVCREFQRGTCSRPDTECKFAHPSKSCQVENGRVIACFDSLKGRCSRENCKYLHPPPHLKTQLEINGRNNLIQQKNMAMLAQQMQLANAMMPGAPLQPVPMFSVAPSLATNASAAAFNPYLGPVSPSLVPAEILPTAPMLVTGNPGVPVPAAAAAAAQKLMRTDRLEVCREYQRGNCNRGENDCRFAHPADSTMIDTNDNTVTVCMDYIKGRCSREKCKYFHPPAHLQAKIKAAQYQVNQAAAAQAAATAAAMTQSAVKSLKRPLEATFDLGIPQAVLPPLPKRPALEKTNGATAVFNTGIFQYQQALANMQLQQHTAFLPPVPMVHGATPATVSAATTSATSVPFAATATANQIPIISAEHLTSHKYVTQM
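MBNL1-His + Biotin-(CUG)12, cpd titration 92 nM–58 uM; Tb anti-His Ab 0.055 ng/ul, SA-XL665 5 nM (final); 60 min RT; ratiometric 665/545 nm, Ex 340 nm; normalized to buffer and full-complex controls.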
ELG1 genotoxic – induces genotoxicity in HEK293T cells with luciferase-tagged ELG1; HEK293T ELG1-luciferase reporter, luminescence, 16 h; Potency, µM (series often up to 46 µM), inactives show top-dose activity change, positive = activation, most hits filed as activators; 330,000 tested, 1.3% active; AID 504466; note: % of control where 0% means no effect; nearly all actives have a fitted effect of over 60% in size
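Step 1: seed 2,000 HEK293T ELG1-luciferase cells per well. Step 2: add compound or DMSO, incubate 16 hr at 37 °C. Step 3: ONE-Glo, 30 min at room temperature, read luminescence.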
FLuc counter – counter-screen for miR-21 project: firefly luciferase inhibitors or activators. P08659. 360,000 tested, 6.9% active. Potency, µM (series often up to 57.5 µM), without a hit: top-dose activity change, negative = inhibition, actives largely listed as inhibitors. purified FLuc, Km substrates, luminescence inhibition;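 note: plate controls were vehicle for no effect and reference inhibitor for full effect; nearly all actives have a fitted effect of over 55% in size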
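Biochemical qHTS of compounds, final roughly 60 µM downward over six points, against 10 nM purified firefly luciferase using Km concentrations of substrates (10 uM D-luciferin, 10 uM ATP) in Tris acetate pH 7.5 buffer; luminescence output.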
RORg inh – inhibitors of mouse ROR gamma transcriptional activity; P51450; Drosophila S2 Gal4-RORgamma UAS-luciferase reporter, 20 h; Potency, µM (highest dose often 53.6 µM), for inactives: at the highest dose activity change, negative = inhibition, usual class: inhibitors; 310,000 tested, 5.4% active; note: % is set by controls: 0 for no effect and ±100 for the full control effect; nearly all actives have a fitted effect of over 60% in size
Target sequence (P51450 whole entry, looked up, the tested form may be a part): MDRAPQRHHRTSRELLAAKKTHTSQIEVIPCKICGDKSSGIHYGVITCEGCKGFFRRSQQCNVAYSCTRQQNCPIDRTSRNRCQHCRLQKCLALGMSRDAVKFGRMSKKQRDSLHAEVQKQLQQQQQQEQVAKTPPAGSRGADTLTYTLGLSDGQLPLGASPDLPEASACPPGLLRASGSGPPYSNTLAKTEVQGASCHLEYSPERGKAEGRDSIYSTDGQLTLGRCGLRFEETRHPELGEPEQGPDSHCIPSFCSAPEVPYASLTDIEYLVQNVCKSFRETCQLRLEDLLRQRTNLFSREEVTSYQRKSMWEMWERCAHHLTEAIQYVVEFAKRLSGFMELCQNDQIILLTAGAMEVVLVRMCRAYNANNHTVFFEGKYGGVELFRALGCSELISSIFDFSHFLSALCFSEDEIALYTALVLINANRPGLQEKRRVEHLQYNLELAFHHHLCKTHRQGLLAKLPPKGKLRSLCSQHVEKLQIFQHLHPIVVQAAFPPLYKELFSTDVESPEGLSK
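Luciferase reporter read in Schneider cells carrying Gal4-RORγ (mouse) and UAS-Photinus luciferase; cells given compound 1 h before 700 uM copper sulfate induction, then incubated 20 h at ambient temperature.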
uPA surface inh – inhibitors of cell surface uPA generation; cell surface uPA generation assay, qHTS; Potency, µM (titrated, usually from 38.3 µM), without a hit: at the top dose activity change, negative = inhibition, most hits filed as inhibitors; 330,000 tested, 0.31% active; active = well fitted inhibition curve with a large enough effect; inconclusive = small, poorly fitted or top-dose-only effect; inactive = no such curve, though single readings can be large or run the other way; tested in mouse RAW 264.7 cells; note: % is set by controls: 0 for no effect and ±100 for the full control effect; nearly all actives have a fitted effect of over 55% in size
NPC1 promoter act – activates the NPC1 promoter | Potency, µM (titrated, usually from 9.22 µM), for the others: at the top dose activation, hits mostly activators | 320,000 tested, 2.4% active | AID 485313 | Huh7 NPC1 promoter luciferase reporter, 24 h;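 note: % of control where 0% means no effect; nearly all actives have a fitted effect of over 60% in size; reporter is driven by a mutant NPC1 promoter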
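Huh7 reporter cells (NPC1 promoter driving luciferase) are dosed with compound for 24 h at 37 °C, 5% CO2; luciferase detection reagent is then added and luminescence measured after 10 min at ambient temperature.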
Rab9 prom act – Rab9 promoter activation | Huh7 Rab9 promoter-luciferase reporter, luminescence, 24 h | Potency, µM (highest dose often 9.22 µM), without a hit: top-dose activation, negative = inhibition, usual class: activators | 320,000 tested, 2.8% active; note: % of control where 0% means no effect; nearly all actives have a fitted effect of over 60% in size
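Luminescence from Amplite-detected luciferase (10 minutes, ambient) reports Rab9 promoter activation. Before that, stable Rab9-luciferase Huh7 cells (1500/well, reduced-serum OP-MEM I plus 10% FBS) were exposed to compound for 24 hours at 37C.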
VP16 counter – Gal4-VP16 reporter inhibition counter-screen | Drosophila S2 Gal4-VP16 UAS-luciferase, luminescence, 20 h | Potency, µM (doses to about 53.6 µM), inactives show at the top dose activity, negative = inhibition, actives largely listed as inhibitors | 310,000 tested, 3.5% active | AID 2546;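 note: Gal4-VP16 expression switched on by copper sulfate through the metallothionein promoter; % is set by controls: 0 for no effect and ±100 for the full control effect; nearly all actives have a fitted effect of over 50% in size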
BRCA1 expr up – activators of BRCA1 expression. MCF7-BRCA1-FFLuc reporter, luminescence, 48 h; response scale: scaled: vehicle 0%, 10 µM genistein 100%. Potency, µM (top dose mostly 46.1 µM), for inactives: at the highest dose activation, hits mostly activators. 380,000 tested, 1.1% active. AID 624202; note: nearly all actives have a fitted effect of over 80% in size; some results filed as inactive show a strong effect at the top dose
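Activators of BRCA1 expression were detected as increased firefly luciferase luminescence in engineered MCF7 cells after 48 h compound incubation. Signals were scaled to genistein 10 microM as full activation.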
* hit, by the source's call; ? = inconclusive; nt = no result given; & = joins results of further samples; [ ] = another dose, or the depositor's remark. Unless noted, calls come from the whole dose curve; as a rule, active = well fitted curve in the direction sought with a large enough effect; inconclusive = small, poorly fitted or top-dose-only effect, or another doubt; inactive = no such curve, though single readings can be large; an effect the other way counts as inactive or inconclusive. Potency is the fitted concentration of half-maximal effect.

SMILES	p53 reactivation	MBNL1 CUG block	ELG1 genotoxic	FLuc counter	RORg inh	uPA surface inh	NPC1 promoter act	Rab9 prom act	VP16 counter	BRCA1 expr up
S=C(Nc1cccnc1)NC1CCCCCCC1	3%	nt	1%	-14%	?	2%	-1%	-4%	22µM*	-3%
CCCc1nn2c(=O)cc(COc3cccc(NC(=O)c4ccco4)c3)nc2s1	-5%	6%	-5%	-3%	15%	-29%	1%	-6%	7%	-2%
NC(=O)COc1c(-c2ccc(Br)o2)oc2ccccc2c1=O	7%	?	-4%	0%	18%	-12%	-4%	-2%	7%	-1%
COc1ccccc1C1N=C(c2ccccc2C)NO1 (stereo not given)	?	0%	10µM*	8.5µM*	-22%	-10%	21%	?	-15%	13µM*
COc1ccc(CC(=O)OCC(=O)NCc2ccc(F)cc2)cc1	2%	nt	1%	nt	nt	2%	nt	nt	nt	-11%
Cc1cc(C)nc(Nc2ccc(O)cc2)n1	3%	-2%	2%	-6%	6%	-1%	-2%	-7%	0%	19%
COc1cccc(NCc2nnc(SCC(=O)NC3CCS(=O)(=O)C3)n2C2CCCCC2)c1 (stereo not given)	8%	nt	1%	0%	nt	5%	-1%	1%	nt	-5%
COC(=O)C1=C(C)N(Cc2ccco2)C(=O)N[C@H]1c1ccccc1	-1%	31%[activator]	1%	5%	15%&26%	nt	-2%	-4%	2%&2%	nt
c1ccc(CC2CCN(C3=Nc4cccc5cccc3c45)CC2)cc1	6%	?	1%	?	?	15%	18%	-3%	7.1µM*	-59%
Cc1ccc(S(=O)(=O)Nc2cccc(C(=O)NCC(c3ccco3)N3CCCCC3)c2)cc1F (stereo not given)	-1%	nt	-4%	3%	nt	2%	-1%	-2%	nt	-21%
O=C(CC(SCCO)c1ccc2c(c1)OCO2)c1ccco1 (stereo not given)	?	14%	?	4.8µM*	?	-12%	?	?	?	?
COC(=O)c1cc(NC(=O)Cc2coc3cc(OC)ccc23)cc(C(=O)OC)c1	-14%	-5%	4%	-12%	24%	3%	2%	1%	-5%	-27%
CCOc1ccccc1N1CCN(C(=O)c2cc[n+]([O-])cc2)CC1	-2%	-13%	0%	5%	-5%	0%	1%	-2%	0%	-14%
O=C(OCc1ccc(COC(=O)c2ccc(O)cc2)cc1)c1ccc(O)cc1	1%	-1%	-8%	-5%	0%	4%	3%	-6%[1.84 µM]	-9%	-52%
CCC(C)c1c(O)nc(SCC(=O)Nc2ccccc2)[nH]c1=O (stereo not given)	5%	-2%	3%	-3%	?	0%	-2%	-5%	4%	2%
CN=c1sc2ccccc2n1CC(O)COc1ccccc1 (stereo not given)	-1%	0%	0%	0%	-12%	0%	-1%	-7%	3%	-33%
CCOC(=O)C1C(c2ccc(O)c(O)c2)NC(=S)NC1(O)C(F)(F)F (stereo not given)	-7%	nt	1%	-2%	23%	-1%	-3%	-2%	3%	-5%
Cc1ccc(S(=O)(=O)Nc2nnc(CC(C)(C)C)s2)cc1	nt	-10%	2%	1%	16%	-2%	-5%	1%	-1%	-6%
O=C1NCCOC(=O)[C@H](Cc2ccc(F)cc2)CC/C=C/C[C@@H]1CC(=O)N(CCO)Cc1ccccc1	0%	nt	-6%	nt	nt	12%	nt	nt	nt	-12%
COc1cc(C2C(C#N)=C(N)OC3=C2C(=O)CC(C)(C)C3)cc([N+](=O)[O-])c1O (stereo not given)	1%	nt	0%	1%	7%	-4%	-7%	-18%	-3%	27%
O=C(CN1C(=O)S/C(=C/c2ccccn2)C1=O)N1CCOCC1	7%	?	4%	-2%	5%	17%	1%	3%	-5%	-4%
O=C(Nc1cccc(-c2ccc3nncn3n2)c1)c1ccco1	-5%	?	-4%	6%	27%	-1%	-4%	-5%	-3%	0%
CN1CCN(c2ccc(NC(=O)c3cccc(S(=O)(=O)N4CCCC4)c3)cc2)CC1	?	nt	2%	-10%	nt	-10%	0%	4%	nt	-4%
CC(=O)OC(C[N+]1(C)CCCCCC1)c1ccccc1 (stereo not given)	9%	-5%	0%	0%	-2%	-4%	-8%	0%	-2%	6%
O=C(Nc1ccc(-c2noc(-c3cccs3)n2)cc1)c1cccnc1	?	7%	?	4.8µM*	?	-10%	1µM*	0.45µM*	-11%	?
More results.
SMILES	p53 reactivation	MBNL1 CUG block	ELG1 genotoxic	FLuc counter	RORg inh	uPA surface inh	NPC1 promoter act	Rab9 prom act	VP16 counter	BRCA1 expr up
CCC(=O)OCC(=O)c1c(N)n(Cc2ccccc2)c(=O)n(C)c1=O	-3%	8%	-1%	-7%	?	5%	-1%	0%	-5%	-13%
CC1CCCCN1CCn1c(=S)[nH]c2cc3c(cc2c1=O)OCO3 (stereo not given)	5%	-5%	6%	0%	11µM*	-11%	-7%	-1%	?	18%
O=C(/C=C/c1ccc(F)cc1)NC(=S)N1CCOCC1	5%	?	2%	-2%	8%	3%	3%	4%	3%	5%
Cc1ccc2c(c1)cc(CN(Cc1ccco1)C(=O)N1CCOCC1)c1nnnn12	3%	6%	-8%	-11%	39%	-6%	-3%	2%	6%	-5%
COc1cc(CCC(=O)O)on1	-2%	-7%	0%	1%	8%	-9%	-1%	0%	3%	-12%
CC(C)c1ccc(NC(=O)CN2C(=O)c3ccccc3S2(=O)=O)cc1	2%	3%	1%	?	13%	-2%	?	?	-2%	5%
Cc1ccc(Cn2ncc3c(N4CCN(CC#N)CC4)ncnc32)cc1	-5%	-9%	-9%	1%	35%	1%	-1%	-3%	-6%	-15%
C/C(=N\NC(=O)c1ccccc1)c1ccccc1F	-5%	2%	5.8µM*	12µM*	-32%	3%	1.4µM*	0.56µM*	-19%	?
Cc1cc(N2CCN(C)CC2)nc2ccc(NC(=O)CCC3CCCC3)cc12	-1%	-5%	13%	-8%	2%	5%	-5%	-2%	7%	-52%
Cc1cc2c(cc1C)NC(c1ccccn1)C1=C(CC(C)(C)CC1=O)N2 (stereo not given)	17%	7%	9%	-11%	3%	4%	7%	-2%	23%	10%
Cc1cc(N2CCN(Cc3nc(-c4ccc(F)cc4)oc3C)CC2)cc(C)n1	-1%	-5%	-9%	1%	13%	-19%	11%	0%	2%	-18%
O=C(O)CSc1ncnc2scc(-c3ccccc3)c12	-5%	17%	-7%	-2%	7%	0%	1%	-7%	-8%	1%
Cc1ccc(F)cc1NC(=O)CSCc1c(C)noc1C	0%	nt	2%	3%	nt	0%	-4%	-11%	nt	-2%
CC1(C)CC(n2c(=S)[nH]c3ccccc3c2=O)CCO1 (stereo not given)	0%	-7%	-6%	8%	8.9µM*	0%	-1%	-3%	8.9µM*	-13%
CNC(=O)CC1C(=O)N(C)C(=S)N1NC(=O)c1ccc(Cl)cc1 (stereo not given)	-10%	-2%	-2%	0%	-20%	-3%	-3%	-3%	20%	0%
CC(c1ccccc1)N1C(=O)c2ccc(C(=O)NCc3cccnc3)cc2C1=O (stereo not given)	9%	?	-6%	3%	0%	3%	-1%	9%	-10%	-5%
COc1cc(C(=O)N2CCCN(C)CC2)cc(OC)c1C	2%	-4%	2%	-1%	-2%	-3%	-3%	1%	8%	3%
CCOc1c(Cl)cc(CNc2nnnn2C)cc1OC	nt	-5%	2%	0%	-1%	2%	-3%	3%	-2%	8%
COc1ccc(CN(CC(=O)NC2CCCC2)C(=O)c2csnn2)cc1	6%	-7%	0%	1%	-1%	5%	-3%	0%	17%	13%
O=C(O)c1ccccc1-c1csc(-c2ccccc2)n1	9%	8%	?	15µM*	-2%	-3%	?	4µM*	0%	?
COCCN(C(=S)Nc1ccc(C)cc1C)C(C)c1cccs1 (stereo not given)	-3%	-10%	-9%	-4%	?	1%	-3%	7%	?	-10%
CN(C)/C=N/c1nccc(-c2cccs2)n1	7%	nt	2%	-9%	-11%	-8%	0%	-2%	-17%	21%
N=c1n(CCN2CCCC2)c2ccccc2n1CC(O)c1ccc(Cl)c(Cl)c1 (stereo not given)	-10%	-11%	-20%	0%	?	?	1%	-15%	?	-91%
CCOc1ccc(NC(=S)NCc2nc3ccccc3[nH]2)cc1	1%	-2%	6%	-10%	?	1%	-2%	-3%	11%	-4%
CCOc1ccc(C(=O)Cn2cnnc2C#N)cc1	-1%	2%	-4%	0%	19%	8%	-1%	-1%	10%	-3%
CCOC(=O)C1=C(N)n2c(s/c(=C\c3cccs3)c2=O)=C(C(=O)OCC)C1c1cccs1 (stereo not given)	2%	4%	5%	-2%	-1%	-19%	-27%	-6%	-1%	-62%
CC(=O)OCc1c(C)cc(C)c(/C=C(/C#N)C(N)=O)c1C	-1%	0%	-6%	-3%	-1%	-3%	-5%	-1%	-10%	2%
CCN(CC)CCN(Cc1cc2cc(C)ccc2[nH]c1=O)C(=S)Nc1ccccc1	9%	-7%	-4%	-9%	0%	-1%	-1%	3%	8%	-6%
COc1ccc(OC)c(S(=O)(=O)NCc2cn3c(C)csc3n2)c1	8%	-3%	-7%	1%	38%	-10%	7%	0%	-13%	-5%

Given with two lines to a compound: part of the list above
Under each structure – p53 reactivation, MBNL1 CUG block, ELG1 genotoxic, FLuc counter, RORg inh, uPA surface inh, NPC1 promoter act, Rab9 prom act, VP16 counter, BRCA1 expr up
- CC1(C)CC(n2c(=S)[nH]c3ccccc3c2=O)CCO1 (stereo not given)
 : 0%, -7%, -6%, 8%, 8.9µM*, 0%, -1%, -3%, 8.9µM*, -13%
- CC(=O)OC(C[N+]1(C)CCCCCC1)c1ccccc1 (stereo not given)
 : 9%, -5%, 0%, 0%, -2%, -4%, -8%, 0%, -2%, 6%
